PPC-1+TRAIL kill = PPC-1 cancer cell killing with TRAIL present; PPC-1 cells + TRAIL, ATPLite viability luminescence; cell killing (% activity), % at 4 µM; 220,000 compounds, 0.41% hits;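 active = cell killing above 50% in the first pass at 4 µM, then a duplicate retest at 5 µM averaging 50% or more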;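 note: plate controls were cells with TRAIL plus DMSO for no effect and medium-only wells lacking cells for full effect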
FXIIa inh 1536 = inhibitors of human coagulation factor XIIa; P00748; purified FXIIa, Boc-QGR-AMC fluorogenic substrate, 2 h; inhibition, % at 5 µM; 220,000 compounds, 0.3% hits; AID 800; in the data active = inhibition above about 40%;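 note: 0% = enzyme with no compound and 100% = blank without enzyme; many of its hits are not listed in these tables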
Target sequence (P00748 20-372 limits assumed): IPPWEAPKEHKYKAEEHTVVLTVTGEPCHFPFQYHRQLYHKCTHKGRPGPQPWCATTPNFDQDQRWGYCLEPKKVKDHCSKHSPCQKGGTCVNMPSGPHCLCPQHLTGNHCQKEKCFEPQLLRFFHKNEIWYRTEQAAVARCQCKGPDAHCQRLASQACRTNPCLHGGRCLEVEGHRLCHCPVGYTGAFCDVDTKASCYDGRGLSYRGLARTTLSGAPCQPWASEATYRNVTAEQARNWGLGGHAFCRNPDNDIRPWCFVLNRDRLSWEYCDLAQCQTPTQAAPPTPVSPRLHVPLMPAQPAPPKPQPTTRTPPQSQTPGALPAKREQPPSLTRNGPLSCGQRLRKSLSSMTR
Target sequence (P00748 373-615 limits assumed): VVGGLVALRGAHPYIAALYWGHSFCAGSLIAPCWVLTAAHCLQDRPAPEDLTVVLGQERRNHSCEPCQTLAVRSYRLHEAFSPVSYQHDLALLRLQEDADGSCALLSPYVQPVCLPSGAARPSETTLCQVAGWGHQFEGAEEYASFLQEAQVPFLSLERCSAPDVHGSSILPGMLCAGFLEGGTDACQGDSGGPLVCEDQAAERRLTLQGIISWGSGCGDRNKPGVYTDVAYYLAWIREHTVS
CHOP inhibitor = inhibitors of CHOP induction in ER stress response; CHO-K1 CHOP-promoter luciferase, tunicamycin-induced, 15-18 h; inhibition, % at 10 µM; 220,000 compounds, 3.8% hits; AID 2732;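 active = compounds that reduced the stress-induced luciferase reporter signal by more than about 70% of percent inhibition, limit read from the data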;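 note: 0% = tunicamycin plus vehicle and 100% = wells without tunicamycin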
Tb hexokinase = blocks Trypanosoma brucei hexokinase 1 activity. inhibition, % at 10 µM. 220,000 compounds, 0.11% hits. recombinant TbHK1, G6PDH-coupled NADH A340;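 active = inhibition of 50% or more in the single-dose primary screen; inactive = inhibition below 50%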
Wee1 stabilizer = human Wee1 degradation inhibition, primary screen; reporter increase, % at 5 µM; HeLa Luc-Wee1K328M stability, luciferase luminescence; 100% = proteasome inhibitor MG132 effect; AID 1321; P30291; 220,000 compounds, 1.2% hits;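 active = activation above the mean of all tested compounds plus 3 SD, set per screening run, cut at about 8.8% in these data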;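 note: cells exposed to compound for 20 h before luminescence read; 0% = DMSO alone and 100% = MG132 at 30 µM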
TNF necrop inh = blocks TNF-alpha induced death of Jurkat FADD-/- cells. Jurkat FADD-/- TNF necroptosis rescue, ATP luminescence, 24 h; 0 = TNF only, 100 = no-TNF cells. activation (protection from cell death), % at 10 µM. 220,000 compounds, 0.068% hits;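 active = activation, meaning protection from cell death, of at least 50% relative to plate controls; inactive = activation below 50%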;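 note: necroptosis triggered by 40 ng/mL TNF-alpha added together with compound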
FXIa inh = inhibitors of human coagulation factor XIa. P03951. purified FXIa, Boc-Glu-Ala-Arg-AMC fluorogenic substrate. inhibition, % at 5 µM. 220,000 compounds, 0.14% hits. AID 798;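 active = inhibition of at least 40%; inactive = inhibition below 40%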;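 note: fluorescence of freed AMC excited at 355 nm; 0% = enzyme without compound and 100% = no enzyme blank; many of its hits are not listed in these tables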
EP2 antag = EP2 receptor (human) inhibition. AID 1422. 260,000 compounds, 0.52% hits. P43116. inhibition, % at 25 µM. C6 glioma cells expressing human EP2, cAMP TR-FRET; cells stimulated with saturating PGE2;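 active = percent inhibition above 40 after rounding to a whole number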;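 note: rat C6 glioma host cells with rolipram phosphodiesterase inhibitor present; the protocol text gives 20 µM as final concentration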
Target sequence (P43116 whole entry, looked up): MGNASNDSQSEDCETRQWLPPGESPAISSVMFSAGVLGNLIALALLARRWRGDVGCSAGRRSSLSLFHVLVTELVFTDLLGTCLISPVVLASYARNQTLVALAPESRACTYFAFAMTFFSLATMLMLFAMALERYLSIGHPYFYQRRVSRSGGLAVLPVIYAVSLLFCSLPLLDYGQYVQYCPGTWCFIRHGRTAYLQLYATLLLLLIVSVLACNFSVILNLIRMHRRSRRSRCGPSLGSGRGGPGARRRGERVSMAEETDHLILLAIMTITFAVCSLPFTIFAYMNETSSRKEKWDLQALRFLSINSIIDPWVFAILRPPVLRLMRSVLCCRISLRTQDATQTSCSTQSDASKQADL
L929 necroptosis = blocks zVAD induced death of L929 cells; 220,000 compounds, 0.38% hits; viability rescue, % at 10 µM; L929 zVAD necroptosis rescue, ATP luminescence, 24 h; with zVAD 60 µM; AID 1377;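 active = activation, scaled between plate controls, above about 75%, limit read from the data; inactive = activation under that limit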;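 note: 0% = zVAD with DMSO and 100% = DMSO alone without zVAD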
Numbers without * were called inactive; nt = not tested or not shown; & = joins results of further samples. A portion of the library. The share of hits here may be higher or lower than overall.

SMILES	PPC-1+TRAIL kill	FXIIa inh 1536	CHOP inhibitor	Tb hexokinase	Wee1 stabilizer	TNF necrop inh	FXIa inh	EP2 antag	L929 necroptosis
COc1nc(Nc2ccc([N+](=O)[O-])cc2)nc(NC(C)C)n1	10	6	28	23	-1	1.5	9	6	2.2
COC(=O)CCC(=O)NNC(=O)c1cccc(Cl)c1	-10	4	30	17	3	-1.7	0	7	0.7
CNc1nc(C)nc(N/N=C/c2ccccc2)n1	-2	4	0	1	5	16	-4	10	76*
C=C(Cl)COc1cc(C)cc2oc(=O)cc(CC)c12	-4	19	59	-2	1	0.0	9	13	0.1
CCOC(=O)C1CCN(Cc2c(F)cccc2Cl)CC1	14	16	43	-6	-3	0.9	7	7	0.7
CCCN1CCC(=NNc2ccc(S(=O)(=O)N3CCOCC3)cc2[N+](=O)[O-])CC1	-12	16	-15	20	-2	-5.3	6	11	-1.0
CNC(=S)N(CCc1c(C)[nH]c2ccc(C)cc12)Cc1ccco1	4	9	15	-7	3	-3.7	5	nt	2.2
O=[N+]([O-])c1ccc(/C=N/n2c(CO)nc3ccccc32)s1	29	-2	14	-4	-2	-13	-7	11	26
COc1ccc(S(=O)(=O)Nc2ccccc2C(F)(F)F)cc1	7	9	-1	0	0	-1.1	-1	10	-0.3
O=c1c2ccc([N+](=O)[O-])cc2ncn1Cc1ccccc1C(F)(F)F	7	10	14	-4	-2	-0.2	-2	6	0.8
CNC(=S)N1N=C(c2ccc(C)cc2)CC1c1ccc(Cl)cc1 (stereo not given)	22	20	-1	-23	3	1.9	6	18	-0.6
CC1(C)CC(=O)c2cc(C(=O)NCc3ccco3)c(=O)n(-c3ccccc3)c2C1	18	-5	10	-14	-1	-1.3	4	12	-0.9
COc1ccccc1N1CCN(C(=O)c2c(C)noc2C)CC1	30	3	4	-7	-3	0.5	0	10	-0.1
O=C1CC(c2ccc(Cl)c([N+](=O)[O-])c2)c2ccc3ccccc3c2N1 (stereo not given)	30	13	36	29	2	3.3	4	14	-0.2
O=C(CCc1nc2ccccc2c(=O)[nH]1)OCc1ccccc1F	-2	-1	11	-6	-1	0.9	3	6	0.9
CCN(CC)CCOC(=O)c1ccc(NC(=O)CCNC(=O)Cn2ccc3ccccc3c2=O)cc1	2	22	-1	-7	-1	0.7	13	14	1.4
CC(C)NC(=O)C(=O)NC1CCCCCC1	-16	18	-15	-4	-2	-0.6	11	6	-0.8
COc1ccc(OC)c2[nH]c(=O)c(CCNC(=O)Cc3cccs3)cc12	1	6	-11	-2	3	-0.3	-6	8	0.3
O=C(N/N=C/c1ccccc1OCC(=O)N1CCCC1)C(=O)Nc1ccccc1F	28	0	10	-24	6	1.6	-12	9	1.2
COc1ccc(-n2nc(C#N)c(Cl)cc2=O)cc1	14	6	101*	-8	2	-21	-2	6	43
CC(=O)c1csc(-c2ccccc2)n1	-28	12	-32	0	0	-0.2	9	8	-0.1
COc1ccccc1CNC(=O)COC(=O)c1n[nH]c2ccccc12	10	15	-4	-13	1	-0.8	-12	22	0.3
COc1ccc(C(C#N)c2ccc(Cl)nn2)cc1 (stereo not given)	-7	8	-7	-2	-1	8.4	-1	7	1.0
CCN(CC)CCCNC(=O)/C=C/C(=O)O	3	8	6	-1	-2	1.1	1	11	0.8
CN1C(=O)c2ccccc2C(C(=O)NCc2ccco2)C1c1c[nH]c2ccccc12 (stereo not given)	40	2	-8	-2	0	-1.0	5	11	0.4
Cc1ccc(Nc2nc(N)nc(CSc3nc(C)cc(C)n3)n2)cc1	23	12	57	-12	0	-4.7	-2	15	0.3
Cc1ncc(C[n+]2csc(C)c2C)c(N)n1	2	8	2	2	-1	0.1	-2	2	3.2
O=C(c1ccc2ccccc2n1)N1CCN(c2ccccc2)CC1	20	-2	-4	3	4	-2.8	-10	9	-0.4
CC(=O)Nc1ccc(S(=O)(=O)Nc2ccc(C)c([N+](=O)[O-])c2)cc1	-8	3	7	2	1	0.0	-2	4	4.8
Cc1csc(NC(=O)c2ccco2)n1	-7	5	-10	-14	-2	-0.4	-3	15	0.0
CN(CC(=O)Nc1ccc(Cl)c(Cl)c1)Cc1nnc(-c2ccc(F)cc2)o1	12	14	4	-1	2	0.2	2	4	0.6
COc1ccc(-c2cnnc(N/N=C/c3ccc(O)c(OC)c3)n2)cc1	39	11	7	-10	4	-0.6	11	14	1.7
O=C(O)/C=C/c1cn(-c2ccccc2)nc1-c1cc2ccccc2oc1=O	-18	6	-13	-14	0	3.7	6	1	3.3
COc1ccccc1C1SCCN1S(C)(=O)=O (stereo not given)	-2	6	-21	-2	21*	0.3	-6	27	0.0
CCCC(CCC)C(=O)Nc1ccncc1	6	14	-7	2	-1	-1.4	-3	16	-0.2
CCC(C)N=CC1=C(O)CC(c2ccccc2)CC1=O (stereo not given)	-2	20	-12	0	-1	0.5	12	14	-0.1
CCCCOC(=O)c1nnc(-c2ccccc2)o1	4	6	10	-12	-3	1.0	-4	11	1.3
CCN(CC)C(=O)CN(C#N)c1nc(Cl)nc(N(C)C)n1	13	4	5	2	0	-7.2	-3	8	-3.5
Cc1ccc(NC(=O)CN(Cc2ccccc2)S(C)(=O)=O)cc1C	-12	21	16	-3	0	-1.0	5	13	0.5
CCOC(=O)c1ccccc1NC(=O)Cn1cnc2c1c(=O)n(C)c(=O)n2C	-16	24	-2	-4	-1	-0.7	4	11	1.2

Profiles, looked up by structure:
COc1ccc(OC)c2[nH]c(=O)c(CCNC(=O)Cc3cccs3)cc12 as listed: PPC-1+TRAIL kill: 1; FXIIa inh 1536: 6; CHOP inhibitor: -11; Tb hexokinase: -2; Wee1 stabilizer: 3; TNF necrop inh: -0.3; FXIa inh: -6; EP2 antag: 8; L929 necroptosis: 0.3
O=C(O)/C=C/c1cn(-c2ccccc2)nc1-c1cc2ccccc2oc1=O as listed: PPC-1+TRAIL kill: -18; FXIIa inh 1536: 6; CHOP inhibitor: -13; Tb hexokinase: -14; Wee1 stabilizer: 0; TNF necrop inh: 3.7; FXIa inh: 6; EP2 antag: 1; L929 necroptosis: 3.3
COC(=O)CCC(=O)NNC(=O)c1cccc(Cl)c1 as listed: PPC-1+TRAIL kill: -10; FXIIa inh 1536: 4; CHOP inhibitor: 30; Tb hexokinase: 17; Wee1 stabilizer: 3; TNF necrop inh: -1.7; FXIa inh: 0; EP2 antag: 7; L929 necroptosis: 0.7

Further entries follow.
SMILES	PPC-1+TRAIL kill	FXIIa inh 1536	CHOP inhibitor	Tb hexokinase	Wee1 stabilizer	TNF necrop inh	FXIa inh	EP2 antag	L929 necroptosis
O=C(NCc1ccccn1)C1CC(c2ccccc2O)=NO1 (stereo not given)	12	1	12	3	-3	1.1	1	11&11	-0.6
N#C/C(=C(/O)c1cccs1)c1nnc2n1CCCCC2	7	7	2	-17	1	-0.2	1	14	3.1
C=CCNC(=S)NNC(=O)c1cccn(Cc2ccc(Cl)cc2Cl)c1=O	32	7	19	-10	-3	-3.1	-2	3	0.3
COc1ccc(CCNC(=O)CCCOc2cccc(C)c2C)cc1OC	14	16	-2	-9	-2	-2.5	8	7	-0.8
Cc1cccc(NC(=O)CSc2nc3c([nH]c4ccccc43)c(=O)n2C)c1	0	9	79*	-4	1	-0.5	-1	8	0.0
COc1cc([N+](=O)[O-])ccc1NC(=O)Cc1ccc(C)cc1	-6	3	-1	-7	-2	0.3	-1	1	1.0
Cc1[nH]c2ccccc2c1C(c1ccccn1)N1CCC(C(N)=O)CC1 (stereo not given)	-7	24	-50	5	-1	-8.6	21	15	2.2
CC(C)C(c1nnnn1C1CCCCC1)N1CCc2ccccc21 (stereo not given)	8	1	69	23	-3	-0.2	-27	17	0.3
O=C(C[n+]1ccc(-c2nnc3n2CCCCC3)cc1)c1ccc(Cl)cc1	-3	6	5	-7	0	3.1	3	11	1.5
CCOCc1nnc(NC(=O)c2cc(C(=O)OC)cc([N+](=O)[O-])c2)s1	27	11	-9	-13	-4	-0.4	1	29	5.1
Cc1ccc(NC(=O)Cc2ccc(F)cc2)cc1	33	9	13	2	1	13	-6	10	2.1
O=C(O)c1ccc(COc2ccc(CO)cc2Cl)cc1	-17	16	4	-2	-1	-0.5	8	3	-0.9
CCCCCNC(=O)c1ccc2c(=O)n(CCOC)c(=O)[nH]c2c1	7	18	29	0	10.0*	0.8	6	8	1.0
COC(=O)CCC(=O)OC1(C)C(=O)C=C2C=C(C3CC3)N(CCN3CCOCC3)C=C2C1=O (stereo not given)	-12	10	5	-30	nt	0.0	0	7	0.1
CCOC(=O)C1C(=O)NC(c2ccccc2)=NC1c1ccc(C(C)C)cc1 (stereo not given)	6	5	64	14	3	-3.1	-4	15	0.2
O=C(CCc1n[nH]c(=O)[nH]c1=O)N1CCOCC1	19	13	38	-7	-2	0.0	-10	13	0.2
O=C(O)CCSc1nc(C(F)(F)F)cc(=O)n1-c1ccccc1	-13	13	-12	4	1	-1.6	13	11	-0.1
Cc1cc(O)c(C(C)C)cc1NC(=O)c1ccccc1Cl	3	12	19	38	2	2.9	4	7	1.8
COc1ccc(S(=O)(=O)Nc2cc(C)c(O)cc2C(C)C)cc1	10	5	28	1	-1	-2.7	3	14	-0.3
COC(=O)c1cc(NS(=O)(=O)c2ccc(OC)c(OC)c2)ccc1Cl	21	13	18	-4	2	-2.1	-1	13	0.2

Among those listed so far, 3 have an aryl thioether with sulfur outside any ring:
SMILES	PPC-1+TRAIL kill	FXIIa inh 1536	CHOP inhibitor	Tb hexokinase	Wee1 stabilizer	TNF necrop inh	FXIa inh	EP2 antag	L929 necroptosis
Cc1ccc(Nc2nc(N)nc(CSc3nc(C)cc(C)n3)n2)cc1	23	12	57	-12	0	-4.7	-2	15	0.3
Cc1cccc(NC(=O)CSc2nc3c([nH]c4ccccc43)c(=O)n2C)c1	0	9	79*	-4	1	-0.5	-1	8	0.0
O=C(O)CCSc1nc(C(F)(F)F)cc(=O)n1-c1ccccc1	-13	13	-12	4	1	-1.6	13	11	-0.1

(list continues)
SMILES	PPC-1+TRAIL kill	FXIIa inh 1536	CHOP inhibitor	Tb hexokinase	Wee1 stabilizer	TNF necrop inh	FXIa inh	EP2 antag	L929 necroptosis
N#Cc1c(N(CCO)CCO)nc(N)c2c(N)nc3c(c12)CC(=O)N3CC1CCCO1 (stereo not given)	2	3	1	-26	7	0.6	0	17	1.0
CCOC(=O)CSc1cn2c(n1)CCC2	10	11	23	1	-1	-0.5	9	8	0.1
NC(=O)c1ccc(C(F)(F)F)n(Cc2ccc(F)c(F)c2)c1=O	-7	11	32	10	3	-1.8	6	-3	1.0
CCN(CC)C(=O)COc1ccc(S(=O)(=O)N2CCOCC2)cc1	-3	15	6	4	-1	-1.0	-7	13	0.1

Source: PubChem (several laboratories)
